GAA inh = inhibitors of human lysosomal alpha-glucosidase; purified human GAA, 4-MU-alpha-glucoside fluorescence; Potency, µM (highest dose often 76.9 µM), for the others: at the top dose activity change, negative = inhibition, most hits filed as inhibitors; 0.005% of 200,000 active; AID 1466;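 also: plate controls were uninhibited enzyme wells for no effect and no-enzyme background for full effect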
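Read-out is 4-methylumbelliferone fluorescence (Ex 365/Em 440 nm) after NaOH/glycine stop at pH 10. Enzyme 4 nM, substrate 400 uM, pH 5.0 citrate buffer, 20 min room temperature; AC50 from Hill-equation concentration-response.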
GoLoco inh red = RGS12 GoLoco-Gai1 interaction inhibition; P63096; Gai1:RGS12 GoLoco peptide FP, rhodamine, 10 min; Potency, µM (series often up to 61.6 µM), inactives show at the top dose activity, negative = inhibition, most hits filed as inhibitors; 0.44% of 230,000 active; AID 880; active = well fitted inhibition curve with a large enough effect, not every such curve was filed as active; inactive = no such curve, though single readings can be large or run the other way; also: % is scaled to controls: 0 for no effect and ±100 for the full control effect; nearly all actives have a fitted effect of over 30% in size; many of its hits are not listed in these tables
Target sequence (P63096 whole entry, looked up): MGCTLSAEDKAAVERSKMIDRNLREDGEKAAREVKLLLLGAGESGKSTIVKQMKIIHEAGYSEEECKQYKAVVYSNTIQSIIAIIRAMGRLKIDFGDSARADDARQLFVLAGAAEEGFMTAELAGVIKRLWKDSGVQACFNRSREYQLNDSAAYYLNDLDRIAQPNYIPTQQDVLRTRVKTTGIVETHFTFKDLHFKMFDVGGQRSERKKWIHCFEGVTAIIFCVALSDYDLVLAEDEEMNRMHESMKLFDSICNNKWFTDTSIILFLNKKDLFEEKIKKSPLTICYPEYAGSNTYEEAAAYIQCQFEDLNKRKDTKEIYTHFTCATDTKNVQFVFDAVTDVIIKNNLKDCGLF
JMJD2E inh = blocks human JMJD2E demethylase activity; B2RXH2; JMJD2E catalytic domain, FDH-coupled NADH fluorescence (FDH is formaldehyde dehydrogenase); Potency, µM (series often up to 57.1 µM), without a hit: at the top dose activity change, negative = inhibition, actives largely listed as inhibitors; 1.6% of 230,000 active; AID 2147; active = well fitted inhibition curve with a large enough effect, not every such curve was filed as active; inconclusive = small, poorly fitted or top-dose-only effect, or another doubt; inactive = no such curve, though single readings can be large or run the other way;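 also: 0% = wells with enzyme and -100% = buffer wells without enzyme; nearly all actives have a fitted effect of over 50% in size; many of its hits are not listed in these tables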
Target sequence (B2RXH2 1-337 limits assumed): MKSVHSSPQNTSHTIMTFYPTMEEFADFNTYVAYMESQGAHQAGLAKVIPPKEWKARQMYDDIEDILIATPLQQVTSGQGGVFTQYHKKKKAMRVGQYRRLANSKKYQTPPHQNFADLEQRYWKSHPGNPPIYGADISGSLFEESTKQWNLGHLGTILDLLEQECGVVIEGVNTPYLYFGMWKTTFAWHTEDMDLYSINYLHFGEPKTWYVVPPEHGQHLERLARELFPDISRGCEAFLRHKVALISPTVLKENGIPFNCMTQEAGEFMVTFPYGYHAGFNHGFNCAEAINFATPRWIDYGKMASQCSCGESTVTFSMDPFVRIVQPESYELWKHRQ
GAA glycogen mod = inhibitors or activators of human alpha-glucosidase glycogen cleavage; Potency, µM (top dose mostly 76.4 µM), inactives show at the top dose activity change, negative = inhibition, usual class: inhibitors; 0.38% of 300,000 active; recombinant GAA, glycogen substrate, Amplex Red glucose oxidase fluorescence;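 also: 0% = full enzyme reaction and -100% = no-enzyme basal signal; the screen sought inhibitors and activators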
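Natural-substrate format: glycogen cleavage by 4 nM human enzyme, glucose read by Amplex Red coupling (Ex 573, Em 610 nm). Normalized to enzyme and no-enzyme controls.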
aGlu spleen mod = inhibitors or activators of human alpha-glucosidase in spleen homogenate | P10253 | human spleen homogenate, 4-MU-alpha-glucoside fluorescence | Potency, µM (titrated, usually from 79.9 µM), for the others: at the highest dose activity change, negative = inhibition, usual class: inhibitors | 0.006% of 240,000 active;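 also: 0% = enzyme with vehicle and -100% = no enzyme basal signal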
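Enzyme source: human spleen homogenate, 1 ug/well. Buffer 50 mM citric acid/K phosphate pH 5.0, 0.01% Tween-20. 4-MU-alpha-glucoside 1 mM; 37 C x 40 min; NaOH/glycine stop; fluorescence.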
ALDH1A1 block = blocks purified human ALDH1A1 activity; Purified ALDH1A1, NADH fluorescence, propionaldehyde substrate; Potency, µM (doses to about 75.3 µM), inactives show at the highest dose activity, negative = inhibition, actives largely listed as inhibitors; 7.3% of 220,000 active; active = well fitted inhibition curve with a large enough effect, not every such curve was filed as active; inconclusive = small, poorly fitted or top-dose-only effect, or another doubt; inactive = no such curve, though single readings can be large or run the other way;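 also: plate controls were no enzyme wells and a reference inhibitor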
SMN2 splice up = increases expression of the SMN2 splice variant; HEK293 SMN2-luciferase splicing reporter, luminescence, 30-36 h; 2.8% of 210,000 active; Potency, µM (series often up to 46.1 µM), for inactives: at the top dose activity change, positive = activation, most hits filed as activators; also: % of control where 0% means no effect; nearly all actives have a fitted effect of over 55% in size
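qHTS luciferase splicing reporter: luminescence rises when SMN2 exon 7 is included in transfected HEK293 cells. Compound exposure lasted 30-36 h at 37C, with 4.5 mM final sodium butyrate as control, followed by a ONE-Glo read.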
aGal spleen mod = inhibitors or activators of human alpha-galactosidase in spleen homogenate | P06280 | human spleen homogenate, 4MU-alpha-Gal fluorescence, 40 min | Potency, µM (highest dose often 80 µM), for inactives: at the highest dose activity change, negative = inhibition, most hits filed as inhibitors | 0.008% of 240,000 active | AID 2107;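 also: 0% = enzyme with vehicle and -100% = no enzyme basal signal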
Target sequence (P06280 32-429 limits assumed): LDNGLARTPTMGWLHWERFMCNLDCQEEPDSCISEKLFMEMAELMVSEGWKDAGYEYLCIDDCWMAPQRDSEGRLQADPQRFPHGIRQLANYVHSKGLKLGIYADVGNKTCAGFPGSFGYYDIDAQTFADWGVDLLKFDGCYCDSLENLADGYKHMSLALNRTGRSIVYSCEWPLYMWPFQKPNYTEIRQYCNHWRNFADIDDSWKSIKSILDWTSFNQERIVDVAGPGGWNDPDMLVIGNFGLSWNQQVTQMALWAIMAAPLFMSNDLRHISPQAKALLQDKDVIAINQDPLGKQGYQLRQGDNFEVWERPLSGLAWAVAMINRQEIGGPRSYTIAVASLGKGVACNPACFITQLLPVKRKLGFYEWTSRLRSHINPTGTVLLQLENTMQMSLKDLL
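qHTS titration in buffer at pH 5.0. Alpha-galactosidase activity in spleen homogenate was measured via 4-methylumbelliferone release from 1 mM fluorogenic substrate after 40 min at 37C and a pH 10 stop. AC50 came from Hill fits of control-normalized data.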
An asterisk follows results filed as active; ? = inconclusive; . = not tested or not shown; & = joins results of further samples; [ ] = remark or other dose. Unless noted, calls follow the shape of the dose curve; as a rule, active = well fitted curve in the direction sought with a large enough effect; inconclusive = small, poorly fitted or top-dose-only effect, or another doubt; inactive = no such curve, though single readings can be large; an effect the other way counts as inactive or inconclusive. Potency is read from the fitted curve at half-maximal effect. The list is partial; count on the stated rates, not on these rows.

SMILES	GAA inh	GoLoco inh red	JMJD2E inh	GAA glycogen mod	aGlu spleen mod	ALDH1A1 block	SMN2 splice up	aGal spleen mod
C/C(CCC(C)C)=N\NC(=O)COc1ccccc1-c1ccccc1	-0.2%	13.3%	38.4%[activator]	1.2%	0.5%	7.08µM*	3.7%	-3.8%
Cn1c(=O)oc2cc(S(=O)(=O)Nc3ccccc3)ccc21	4.9%	44.5%[activator]	-1.8%	-7.8%	9.6%	-1.8%	.	4.2%
CCCCOC(=O)Nc1nnc(COc2ccccc2)s1	-3.7%	-5.1%	8.6%	2.7%	-6.5%	?	-5.8%	0.3%
COc1ccc(CC(=O)N2N=C(C)CC2(O)c2cccnc2)cc1OC (stereo not given)	-1.9%	11.1%	?	-15.7%	0.0%	-5.5%	-5.1%	1.9%
COc1ccc(C(=O)NCCOc2cccc(OC)c2)cc1	-3.3%	7.7%	2.3%	18.2%	-1.5%	0.9%	12.8%	-2.3%
Cc1cc([N+](=O)[O-])cc2c1NC(=O)C2(O)N1CCOCC1 (stereo not given)	-6.1%	-2.9%	1.6%	-3.1%	-4.7%	?	14.2%	-0.7%
Nc1[nH]nc2ncc3cc4ccccc4nc3c12	?	24.4%	-5.7%	4.9%	2.6%	-116.1%	-3.4%	11.4%
CN(C1=C(N2CCOCC2)C(=O)c2ccccc2C1=O)c1ccccc1	2.4%	-8.9%	-1.0%	-3.5%	4.3%	-14.2%	-10.8%[1.84 µM]	6.1%
O=S(=O)(/N=C/c1c(O)ccc2ccccc12)c1cccs1	-10.8%	-6.6%	?	-2.0%	0.8%	11.2µM*	-0.7%	5.7%
O=C1CCC(=O)N1c1ccc(NCCc2cccc(F)c2)c([N+](=O)[O-])c1	-8.6%	4.8%	2.4%	0.8%	-6.4%	8.0%	-20.4%	-2.5%
CC1(C)CC(=O)C2=C(C1)N(c1cccc(O)c1)C1=C(C2)C(=O)CC(C)(C)C1	-1.5%	-22.4%	?	6.2%	-16.5%	?	-6.9%	8.6%
Cc1cc(C(=O)NNC(=O)CCC2CCCCC2)c(C)o1	5.0%	6.8%	-1.3%	-8.6%	-7.0%	-3.1%	28.5%	2.4%
CCc1sc(C(=O)N2CCc3ccccc32)cc1C	1.0%	-3.6%	-3.8%	-8.1%	0.8%	?	8.91µM*	4.8%
COCCN1Cc2cccc(C(=O)Nc3cccc(-c4nc5ccccc5[nH]4)c3)c2C1=O	.	17.4%	?	-11.2%	2.7%	.	.	8.4%
COC(=O)CSc1ccc(S(=O)(=O)N2CCCCCC2)cc1[N+](=O)[O-]	-5.6%	-20.0%	-0.4%	-5.3%	-2.7%	10µM*	-5.1%	-1.1%
Clc1ccccc1CSc1nncn1-c1cccnc1	5.3%	0.2%	5.1%	2.8%	2.1%	1.7%	4.3%	-0.4%
CNc1nc2c(C)cccn2c(=O)c1C=NCc1ccccc1	4.1%	7.9%	?	-0.1%	-6.8%	?	-17.1%	-2.0%
Cc1nn(-c2ccccc2)c(NC(=O)c2cccs2)c(-c2ccccc2Cl)c1=O	.	10.7%	14.9%	-1.4%	-2.7%	.	.	-3.3%
C#CCOCCOCCOCCNc1nc(N2CCN(C(=O)[C@H]([C@@H](C)CC)n3cc([C@@H](N)CO)nn3)CC2)nc(N2CCN(C(=O)[C@H](Cc3ccc(O)cc3)n3cc([C@@H](N)CC(C)C)nn3)CC2)n1	.	-2.4%	-7.6%	7.9%	3.4%	-4.0%	.	5.4%
CCOC(=O)N1CCN(C(=O)c2cc(OCC)c(OCC)c(OCC)c2)CC1	-9.5%	5.3%	0.9%	16.6%	-8.7%	-4.9%	.	-8.2%
COc1ccc(C(=O)N(C)C2CCN(C)CC2)cc1S(=O)(=O)Nc1cc(Cl)ccc1Cl	5.9%	13.6%	-0.1%	-3.5%	-5.5%	12.8%	.	-5.8%
COc1ccc(N2C(=O)C3C4C=CC(C4)C3C2=O)nn1 (stereo not given)	-12.0%	8.3%	3.2%	-9.9%	-8.3%	0.4%	-2.1%	-0.4%
CCc1cc2c(=O)c(-c3nc4ccccc4n3C)c(C(C)C)oc2c(CN2CCN(C)CC2)c1O	1.2%	4.1%	?	4.8%	-3.8%	?	?	5.4%
CCCc1cc(C(=O)Nc2sc(C(C)=O)c(C)c2C(=O)OCC)no1	-16.1%	2.0%	5.1%	-3.8%	1.5%	25.1µM*	-5.7%	2.5%
Cc1nc2c(O)cccc2c(=O)[nH]1	.	2.1%	12.6µM*	.	2.3%	-6.9%	.	-2.3%

Records above printed as active in JMJD2E inh.
| SMILES | GAA inh | GoLoco inh red | JMJD2E inh | aGlu spleen mod | ALDH1A1 block | SMN2 splice up |
| --- | --- | --- | --- | --- | --- | --- |
| Cc1nc2c(O)cccc2c(=O)[nH]1 | . | 2.1% | 12.6µM* | 2.3% | -6.9% | . |

Returning to the listing, starting 7 compounds before the break.
SMILES	GAA inh	GoLoco inh red	JMJD2E inh	GAA glycogen mod	aGlu spleen mod	ALDH1A1 block	SMN2 splice up	aGal spleen mod
C#CCOCCOCCOCCNc1nc(N2CCN(C(=O)[C@H]([C@@H](C)CC)n3cc([C@@H](N)CO)nn3)CC2)nc(N2CCN(C(=O)[C@H](Cc3ccc(O)cc3)n3cc([C@@H](N)CC(C)C)nn3)CC2)n1	.	-2.4%	-7.6%	7.9%	3.4%	-4.0%	.	5.4%
CCOC(=O)N1CCN(C(=O)c2cc(OCC)c(OCC)c(OCC)c2)CC1	-9.5%	5.3%	0.9%	16.6%	-8.7%	-4.9%	.	-8.2%
COc1ccc(C(=O)N(C)C2CCN(C)CC2)cc1S(=O)(=O)Nc1cc(Cl)ccc1Cl	5.9%	13.6%	-0.1%	-3.5%	-5.5%	12.8%	.	-5.8%
COc1ccc(N2C(=O)C3C4C=CC(C4)C3C2=O)nn1 (stereo not given)	-12.0%	8.3%	3.2%	-9.9%	-8.3%	0.4%	-2.1%	-0.4%
CCc1cc2c(=O)c(-c3nc4ccccc4n3C)c(C(C)C)oc2c(CN2CCN(C)CC2)c1O	1.2%	4.1%	?	4.8%	-3.8%	?	?	5.4%
CCCc1cc(C(=O)Nc2sc(C(C)=O)c(C)c2C(=O)OCC)no1	-16.1%	2.0%	5.1%	-3.8%	1.5%	25.1µM*	-5.7%	2.5%
Cc1nc2c(O)cccc2c(=O)[nH]1	.	2.1%	12.6µM*	.	2.3%	-6.9%	.	-2.3%
O=C1CCCC(=O)N1c1ccc(N2CCN(c3ccc([N+](=O)[O-])cc3)CC2)c([N+](=O)[O-])c1	-14.5%	-1.8%	1.6%	-3.8%	-14.0%	-7.2%	-21.5%	-19.5%
Nc1cc(C(F)(F)F)ccc1N1CCOCC1	-12.0%	8.8%	?	-22.4%	-3.1%	?	0.9%	-6.4%
O=C(N/N=C/c1ccncc1)c1ccccc1	-0.1%	-0.2%	0.2%	4.2%	-5.6%	8.2%	24.4%	-6.7%
Cc1ccccc1NC(=S)N(CCN1CCOCC1)Cc1ccccc1F	2.7%	-3.3%	0.7%	0.3%	-6.1%	3.8%	.	-5.1%
NC(=NCCc1ccccc1)NS(=O)(=O)c1ccc2ccccc2c1	-1.7%	1.0%	2.5%	0.7%	6.4%	1.4%	-12.1%	-0.3%
COCC(C)n1c(SCC(=O)N2CCc3ccccc3C2)nc2ccccc2c1=O (stereo not given)	3.9%	-0.8%	-1.4%	-6.1%	0.3%	-13.4%	-21.9%	4.2%
CC(N)CCCP(=O)(O)O (stereo not given)	.	5.2%	.	.	4.6%	-0.9%	-1.9%	-2.2%
CCCCCc1ccc(C(=O)CCCC)c(=S)[nH]1	2.6%	13.0%	11.1%	4.3%	4.4%	-0.7%	-29.5%	9.4%
CCOC(=O)CCc1nc2ccccc2[nH]1	1.5%[15.4 µM]	2.2%	-5.4%	-7.3%	-0.3%	-4.6%	14.9%	4.6%
CCOC(=O)N1CCC(NCCNC(=O)c2ccc(Cl)cc2)CC1	-6.5%	2.3%	?	-1.0%	-9.9%	?	-40.3%[inhibitor]	-1.0%
Cc1cc(C(N)=O)c2cc(Br)ccc2n1	-2.3%	0.7%	4.9%	2.7%	2.1%	1.0%	-0.4%	-1.1%
Cc1c(NC(=S)NNC(=O)CCC(=O)O)c(=O)n(-c2ccccc2)n1C	.	-3.7%	?	-1.6%	2.2%	.	.	5.2%
Cc1cc(C)nc(NS(=O)(=O)c2ccc(NS(=O)(=O)c3ccccc3)cc2)n1	-3.6%	1.6%	4.8%	-0.7%	-1.8%	-0.9%	-7.6%	-2.6%
O=C(/C=C/c1cccs1)Nc1cccc(NC(=O)/C=C/c2cccs2)n1	-25.6%	5.9%	?	2.7%	-8.5%	-3.7%	7.08µM*	?
Cc1cc(C(=O)CN2C(=O)NC(C)(CC(C)C)C2=O)c(C)n1-c1ccc2c(c1)OCO2 (stereo not given)	-9.5%	11.7%	-7.1%	-9.7%	-5.8%	?	-16.5%	8.9%
Cc1cc(C)n(-c2ccc(Cl)c(C(=O)NCc3ccccc3)n2)n1	3.3%	3.0%	3.7%	-4.6%	9.4%	-5.0%	-7.6%	5.0%
O=C(NCc1ccco1)C1CCN(S(=O)(=O)N2CCC3(CC2)OCCO3)CC1	-0.8%	5.5%	6.6%	1.2%	-5.1%	-10.2%	-3.8%	-1.5%
CC(=O)c1cc(CN2CCC(N3CCC(C(=O)NC(C)C)CC3)CC2)cs1	3.3%	6.7%	-4.7%	-2.8%	10.7%	2.9%	.	7.9%
Cc1sc2nc(-c3ccccc3)[nH]c(=O)c2c1-c1ccccc1	1.8%	6.4%	?	1.4%	-8.1%	?	0.1%	19.7%
CCC(=O)c1ccc(N2CCN(C(=O)c3ccccc3F)CC2)c(F)c1	-3.2%	3.7%	-9.9%	-17.5%	-14.5%	14.1µM*	-22.6%	-13.2%
CC1(C)SC2C(NC(=O)COc3ccccc3)C(=O)N2C1C(=O)O (stereo not given)	4.2%	9.9%&5.8%	1.2%&-11.4%	15.2%	-7.9%&-6.3%	3.6%&-2.2%	5.1%	-4.7%&-0.1%
COc1ccccc1-c1cc(C(=O)Nc2cc(C)n(Cc3ccc(Cl)cc3)n2)no1	0.0%	8.1%	-15.1%	0.2%	3.6%	7.8%	-34.3%[inhibitor]	-1.5%
Fc1ccccc1CCNc1c2c(nc3ncnn13)CCCC2	6.7%	-7.4%	11.9%	-4.8%	4.6%	-15.6%	.	0.2%
